Screening results from PubChem BioAssay.
Jurkat NFkB inh: inhibitors of induced NF-kB luciferase reporter, primary screen, TCR NF-kB activation inhibitor project, cell-based, luminescence, uHTS; Jurkat, PMA/ionomycin-induced NF-kB luciferase reporter; inhibition, % at 4 µM; hit rate 0.53% among 330,000; AID 435003, 2010; in the data active means inhibition above about 50%
APJ antag: antagonists of human apelin receptor APJ, primary screen, CHO-K1 cells, beta-arrestin complementation, luminescence | inhibition, % at 20 µM | hit rate 0.32% among 330,000 | P35414;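 active means inhibition above about 40% at 20 µM, limit read from the data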;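 further: cells challenged with 10 nM apelin-13 agonist together with compound; plate controls were apelin-13 plus DMSO wells for no effect and DMSO wells lacking apelin-13 for full effect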
Target sequence (P35414 whole entry, looked up): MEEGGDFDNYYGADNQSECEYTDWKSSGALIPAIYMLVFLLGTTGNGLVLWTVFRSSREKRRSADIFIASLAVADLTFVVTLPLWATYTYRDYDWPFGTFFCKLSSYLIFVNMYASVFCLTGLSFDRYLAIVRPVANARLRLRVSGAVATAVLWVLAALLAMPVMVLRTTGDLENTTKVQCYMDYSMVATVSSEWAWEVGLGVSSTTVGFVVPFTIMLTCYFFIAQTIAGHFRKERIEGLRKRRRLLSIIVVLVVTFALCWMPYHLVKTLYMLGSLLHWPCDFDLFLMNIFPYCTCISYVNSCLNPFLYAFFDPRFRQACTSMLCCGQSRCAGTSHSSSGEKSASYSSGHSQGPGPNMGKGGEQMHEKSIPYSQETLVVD
CXCR6 block: CXCR6 receptor inhibitors, primary screen, cell-based, beta-arrestin, luminescence, CHO-K1 PathHunter, 1536-well; C-X-C chemokine receptor type 6 (Homo sapiens), O00574; inhibition, % at 20 µM; hit rate 0.36% among 360,000; AID 602244, 2012; in the data active means inhibition above about 34%, passing the limit was not always enough;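 further: antagonist mode with CXCL16 agonist at 10 nM final; 0% = 10 nM CXCL16 with DMSO and 100% = unstimulated wells without agonist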
Gli-Sufu antag: Gli-Sufu pathway antagonists, primary screen, luciferase luminescence, Sufu-KO-LIGHT cells, uHTS; AID 588413, 2011; inhibition, % at 5 µM; Sufu-KO-LIGHT fibroblasts, Gli luciferase reporter luminescence; hit rate 0.74% among 340,000;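 active means inhibition above about 55%, limit read from the data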;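 further: 0% = DMSO-treated cells and 100% = wells with medium but no cells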
UBC13 polyUb: UBC13 polyubiquitin chain formation inhibitors, primary screen, biochemical, TR-FRET, uHTS | Ubiquitin-conjugating enzyme E2 N (Homo sapiens), P61088 | inhibition, % at 20 µM | hit rate 0.47% among 330,000 | AID 485273, 2010; in the data active means inhibition above about 45%, passing the limit was not always enough
Target sequence (P61088 whole entry, looked up): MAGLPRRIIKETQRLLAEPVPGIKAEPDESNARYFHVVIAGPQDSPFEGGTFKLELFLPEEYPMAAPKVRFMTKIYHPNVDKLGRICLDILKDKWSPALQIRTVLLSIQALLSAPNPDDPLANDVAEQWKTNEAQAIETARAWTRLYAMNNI
EBI2 block: EBI2 receptor antagonists, beta-arrestin recruitment, primary screen, cell-based, luminescence, 7a,25-OHC stimulation, uHTS | AID 651636, 2012 | G-protein coupled receptor 183 (Homo sapiens), P32249 | inhibition, % at 5 µM | hit rate 0.81% among 360,000 | 7a,25-OHC stimulated; in the data active means inhibition above about 38%;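 further: enzyme fragment complementation signal reports receptor beta-arrestin coupling in cells; 0% = agonist plus DMSO wells and 100% = wells without agonist; some results beyond the cut were filed as inactive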
Target sequence (P32249 whole entry, looked up, the tested form may be a part): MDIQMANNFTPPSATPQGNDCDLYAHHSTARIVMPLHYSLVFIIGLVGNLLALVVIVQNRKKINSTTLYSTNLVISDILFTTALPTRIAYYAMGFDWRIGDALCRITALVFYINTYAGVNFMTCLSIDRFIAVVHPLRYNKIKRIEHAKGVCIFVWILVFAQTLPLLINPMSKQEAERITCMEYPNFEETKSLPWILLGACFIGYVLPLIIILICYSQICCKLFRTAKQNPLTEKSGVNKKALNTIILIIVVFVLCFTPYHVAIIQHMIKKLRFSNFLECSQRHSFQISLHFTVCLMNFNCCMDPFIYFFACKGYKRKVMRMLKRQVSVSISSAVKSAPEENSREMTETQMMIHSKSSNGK
CCR6 antag: CCR6 receptor antagonists, primary screen, cell-based, CHO-K1, luminescence, beta-arrestin, uHTS. C-C chemokine receptor type 6 (Homo sapiens), P51684. CHO-K1 CCR6 PathHunter beta-arrestin, CCL20-stimulated. inhibition, % at 20 µM. hit rate 0.49% among 340,000. AID 493098, 2011;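 active means compounds whose inhibition of the agonist-driven luminescence signal at 20 µM reaches about 50%, limit read from the data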;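 further: cells stimulated with CCL20 at 14 nM final; plate controls were DMSO with CCL20 for no effect and DMSO without agonist for full effect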
697 NFkB inh: inhibitors of PMA/ionomycin-induced NF-kB reporter, 697 cells, primary screen, B-cell NF-kB inhibitor project, cell-based, luminescence, uHTS; AID 435022, 2010; 697 B-cell NF-kB luciferase reporter, 16 h; hit rate 0.33% among 330,000; inhibition, % at 4 µM; in the data active means inhibition above about 35%
The depositor's hits bear a star; . = no result given. Compounds as they come, and some 3% of all compounds hit somewhere here.

Results follow in this order: Jurkat NFkB inh | APJ antag | CXCR6 block | Gli-Sufu antag | UBC13 polyUb | EBI2 block | CCR6 antag | 697 NFkB inh
Cc1ccc(S(=O)(=O)NCc2ccc(/C=C(/C#N)C(=O)NCc3ccccc3)o2)cc1
    -11 | 32 | 12 | -6 | -3 | 1 | 17 | -35
COC(=O)c1ccc(COc2ccc3c(c2)CCC3)o1
    -29 | -7 | 6 | -75 | 10 | -17 | 16 | -127
S=C(NCc1ccccc1)N1CCCCC1
    -11 | 6 | 0 | -19 | 7 | -2 | -4 | -26
CCC1CCCCN1C(=O)CSc1nc(N)c(NC(=O)c2ccc(OC)c(OC)c2)c(=O)[nH]1 (stereo unspecified)
    -4 | 8 | 1 | 0 | -1 | 0 | 1 | 7
CCOC(=O)C(C)Sc1ccc2nnc(CCNS(=O)(=O)c3ccc(C)cc3)n2n1 (stereo unspecified)
    -3 | -13 | 6 | -10 | -12 | 5 | 7 | 1
CCc1nnc(NS(=O)(=O)c2ccc(NC(=O)c3ccccc3O)cc2)s1
    -12 | -4 | 7 | 7 | 43 | -4 | -3 | 11
CCc1ccc(S(=O)(=O)c2n[nH]n3c2nc(=O)c2ccccc23)cc1
    -3 | 20 | 3 | 1 | 1 | -10 | 0 | 23
CC(C)(C)c1[nH]nc2c1C(c1ccc(OC(=O)c3ccco3)cc1)C(C#N)=C(N)O2 (stereo unspecified)
    11 | 10 | 8 | 6 | 14 | -16 | 2 | 10
O=C(CSc1nc2ccccc2[nH]1)Nc1nc(-c2cccc(Br)c2)cs1
    0 | 3 | -1 | -7 | 15 | -4 | -4 | -12
CC(C)Oc1ccc(CSc2nnc3n(C)c(=O)c4c5c(sc4n23)CCCC5)cc1
    -2 | 12 | 5 | 9 | 0 | 16 | 14 | -26
COc1cc(CO)cc(Br)c1OCc1cccnc1
    9 | 2 | -1 | 4 | -3 | 0 | 1 | 0
O=S(=O)(Cc1ccccc1)N1CCNCC1
    -7 | 9 | -6 | 5 | 5 | -1 | 6 | 4
O=C(NCc1ccco1)c1cccc2c1C(=O)N(C1CCCCC1)C2
    11 | 1 | 0 | -2 | -10 | 7 | -2 | -15
O=C(O)C[C@H]1c2cc(F)ccc2S(=O)(=O)N1Cc1ccccc1
    2 | -57 | -1 | -8 | -2 | 5 | -5 | 19
COc1ccccc1C=NNc1nc(C)cc(=O)[nH]1
    . | . | -2 | 12 | . | 4 | 0 | .
CCC(CC)C(=O)Nc1nnc(SCC(=O)NC2CC2)s1
    -11 | 4 | 1 | -14 | 2 | 5 | 4 | 1
C[C@@H]1CN(c2c(F)c(F)c3c(=O)c(C(=O)O)cn(C4CC4)c3c2F)C[C@H](C)N1
    -19 | -29 | 2 | 0 | 3 | -5 | 16 | 3
COC(=O)c1ccc(NC(=O)C(=O)NCC2CCCO2)cc1 (stereo unspecified)
    -25 | 1 | -8 | -27 | 3 | 1 | -13 | 2
Clc1cccc(-c2nc3nc4ccccc4nc3n2Cc2ccccc2)c1
    -6 | 11 | 9 | 8 | 27 | 12 | 25 | -3
Cc1[nH]n(-c2ccc(Cl)cc2)c(=O)c1/C=N/n1c(C)nc2ccccc2c1=O
    -2 | 2 | -3 | -5 | -17 | 2 | 10 | 9
Cc1onc(-c2ccccc2Cl)c1C(=O)N1CCCCCC1
    8 | 24 | 6 | 59* | -5 | 1 | 9 | 3
CC(C)(C)c1cc(C(=O)N/N=C/c2ccco2)n[nH]1
    -6 | -21 | -21 | -44 | 5 | -2 | 4 | -31
CCOC(=O)C1CCCCN1Cc1ccc(-c2ccccc2)cc1 (stereo unspecified)
    -23 | -8 | 10 | 2 | -13 | 9 | 15 | -13
O=C(COc1ccc(S(=O)(=O)Nc2ccccc2)cc1)NCc1ccccn1
    10 | -9 | 3 | 0 | 0 | -6 | 1 | 1
COc1cc(C(=O)Nc2ccc(C(=O)NCC3CCCO3)cc2)cc(OC)c1OC (stereo unspecified)
    1 | 18 | 9 | -3 | 8 | -5 | 7 | 23
COc1ccc(N2CCN(C3CCCN(C(=O)c4cccc(C)n4)C3)CC2)cc1 (stereo unspecified)
    15 | 12 | 6 | 22 | 6 | -4 | 6 | 9
NC(=O)COC(=O)C(Cc1ccccc1)NS(=O)(=O)c1ccccc1F (stereo unspecified)
    -6 | -1 | 1 | 5 | -11 | -9 | -7 | -27
CC1=C([N+](=O)[O-])C(c2ccc3c(c2)OCO3)N(C)C(=O)N1C (stereo unspecified)
    6 | -9 | -2 | -3 | 0 | -2 | -10 | 12
COc1c(C)cc(S(=O)(=O)NC2CC(C)(C)NC(C)(C)C2)c(C)c1C
    0 | 2 | 6 | 3 | 4 | -16 | -6 | -3
CCOC(=O)c1ccc([N+](=O)[O-])cc1NC(C)=O
    1 | -19 | -25 | -10 | -1 | -13 | -26 | 12

Arranged by molar mass (smallest number first): some entries from above
Results follow in this order: Jurkat NFkB inh | APJ antag | CXCR6 block | Gli-Sufu antag | UBC13 polyUb | EBI2 block | CCR6 antag | 697 NFkB inh
CC(C)(C)c1cc(C(=O)N/N=C/c2ccco2)n[nH]1
    -6 | -21 | -21 | -44 | 5 | -2 | 4 | -31
C[C@@H]1CN(c2c(F)c(F)c3c(=O)c(C(=O)O)cn(C4CC4)c3c2F)C[C@H](C)N1
    -19 | -29 | 2 | 0 | 3 | -5 | 16 | 3
O=C(CSc1nc2ccccc2[nH]1)Nc1nc(-c2cccc(Br)c2)cs1
    0 | 3 | -1 | -7 | 15 | -4 | -4 | -12

(further entries)
Results follow in this order: Jurkat NFkB inh | APJ antag | CXCR6 block | Gli-Sufu antag | UBC13 polyUb | EBI2 block | CCR6 antag | 697 NFkB inh
O=C(O)c1cccc(Cn2cccn2)c1
    -23 | -7 | 5 | 1 | -6 | 0 | 2 | -16
COc1ccc(N2CCN(CCCNC(=O)CCCn3c(=O)[nH]c4ccsc4c3=O)CC2)cc1
    6 | -4 | -6 | 13 | 14 | -1 | -4 | 18
COc1ccc(CC(=O)NCC(C)(C)N2CCOCC2)cc1
    -6 | 4 | 2 | -11 | 0 | -1 | 9 | 22
CCOC(=O)c1c(NC(=O)c2cc(C)oc2C)sc(C(=O)Nc2ccc(Cl)cc2)c1C
    -104 | 0 | 10 | -46 | 14 | 16 | 17 | -141
O=C(O)c1ccc(S(=O)(=O)NCc2ccc3c(c2)OCO3)cc1
    3 | -3 | 3 | -1 | 1 | -11 | -7 | 21
COc1cc(OC)cc(C(=O)N/N=C/c2ccc(OC)c(COc3ccc4ccccc4c3)c2)c1
    -6 | -13 | 4 | 5 | -20 | 2 | -13 | -3
c1coc(-c2nnc(SCc3cn4ccccc4n3)o2)c1
    -8 | -8 | -9 | -17 | -3 | 2 | 0 | 17
CSc1ncccc1C(=O)NCc1ccccc1Cl
    -1 | 6 | -6 | -8 | -1 | -5 | -4 | 0
CCN(CC(=O)Nc1ccccc1C(F)(F)F)C(=O)c1ccc2c(=O)n3c(nc2c1)CCC3
    7 | -37 | 2 | 4 | -2 | -5 | 5 | 6
Cc1sc(NC(=O)c2cc(-c3ccccc3)nc3ccccc23)c(C(N)=O)c1C
    -15 | 12 | 0 | 6 | -11 | -1 | 34 | -11
CC(=O)OC1CCC2C3CCC4=C(CC(F)C(=O)C4)C3CCC12C (stereo unspecified)
    . | . | -2 | -3 | . | 12 | -10 | .
C=CCC1(C(=O)NCCO)CCN(C(=O)OC(C)(C)C)CC1
    5 | -35 | -4 | -4 | -6 | -18 | -2 | -13
CCN(CC)C(=O)CSc1nnc(CCNC(=O)OC(C)(C)C)o1
    3 | 7 | -8 | -4 | -2 | -11 | -20 | 21
COc1cc(C(C[N+](=O)[O-])c2c(C)[nH]c3ccccc23)ccc1O (stereo unspecified)
    12 | -5 | 3 | 7 | -3 | 5 | 11 | 16
CCOC(=O)N1CCC(NC(=O)CS(=O)(=O)Cc2nc(-c3cccc(OC)c3)oc2C)CC1
    1 | -1 | 0 | 9 | 4 | -1 | 5 | 6
Cc1ccc(C(=O)OCC(=O)NC(C)C2CC3CCC2C3)cc1N (stereo unspecified)
    -10 | 4 | -11 | -4 | -1 | -1 | 11 | -21
CC(C)(C)c1ccc(C(=O)N2CCN(S(=O)(=O)c3ccc(Br)s3)CC2)cc1
    5 | 3 | 1 | 1 | 7 | 5 | 23 | 2
COc1cc(C)ccc1OCCOCCN(C)Cc1ccccc1
    -14 | -27 | -3 | 7 | -4 | -9 | 12 | 5
COc1ccccc1/C=C/C=N/NC(=O)c1cccs1
    -71 | -4 | -2 | -41 | -25 | 22 | 7 | -93
COc1ccc(C(=O)OCC(=O)c2ccc[nH]2)cc1
    -20 | 29 | -2 | -21 | 3 | 7 | 9 | 18
COc1ccc(OS(=O)(=O)Cc2ccccc2)cc1
    10 | 2 | -2 | -58 | 1 | 3 | -1 | -12
O=C(NCCOc1ccccc1F)C1CC(=O)N(Cc2ccccc2)C1 (stereo unspecified)
    -7 | 11 | 5 | 0 | 13 | -9 | 6 | 4
N#Cc1nc(Cc2ccccc2)oc1NCCCn1ccnc1
    6 | 3 | -2 | -1 | 4 | -8 | 10 | -4
O=C(CC1C[C@H](C(=O)N2CCCCC2)[C@@]2(CCc3ccccc3)c3[nH]c4ccccc4c3CCN2C1=O)NCc1cccc(C(F)(F)F)c1 (stereo partly specified)
    29 | 11 | -1 | 1 | -8 | 15 | 3 | -6
CC(Oc1cccc(NC(=O)c2cccs2)c1)C(=O)c1ccccc1 (stereo unspecified)
    0 | -13 | -1 | 4 | 5 | -6 | 12 | 8
O=S(=O)(c1ccc(Br)cc1)N1CCN(c2ccc3nnc(-c4ccccc4)n3n2)CC1
    12 | 1 | 1 | 21 | 35 | 7 | -13 | -13
Cn1c(=O)[nH]c(=O)c2c1nc(NCc1ccco1)n2Cc1ccccc1Cl
    4 | -6 | 4 | 8 | 5 | 2 | 9 | 16
Clc1ccc(-c2nc3cnccn3c2Nc2ccc3c(c2)OCO3)cc1
    4 | 1 | 0 | 19 | 12 | 21 | 20 | -20
CC(=O)N1CCc2c(sc(NC(=O)C3CCN(S(=O)(=O)c4cccs4)CC3)c2C(N)=O)C1
    -2 | -15 | 5 | 3 | -4 | 8 | -2 | 8
COc1ccc(N2CCN(C(=O)c3ccc(NS(=O)(=O)c4cccc(F)c4)cc3)CC2)cc1
    -5 | 2 | -8 | -13 | 0 | 1 | -5 | -4
Cc1ccc2nc3n(c(=O)c2c1)-c1ccccc1C(=O)NC3Cc1ccc(O)cc1 (stereo unspecified)
    4 | 10 | . | . | -4 | . | . | 7
O=C(O)c1ccccc1C(c1ccccc1)c1ccccc1O (stereo unspecified)
    . | . | 1 | 2 | . | 5 | 10 | .
CCCCN(C)S(=O)(=O)c1cc2c(cc1Br)CCN2C(=O)C1CC1
    . | . | -7 | 9 | . | 5 | 21 | .
OC(CNCc1cccc(Br)c1)c1ccccc1 (stereo unspecified)
    -3 | 10 | -6 | 12 | 9 | -9 | -5 | 2
CC1(C)Cc2nc(-c3ccccc3)nc(NNC(=O)c3ccco3)c2CO1
    -2 | 2 | 4 | 2 | 10 | 5 | 6 | 0
c1ccc2c(c1)COC(CNC1CCCCC1)OC2
    -1 | 1 | 2 | -11 | 0 | -5 | 6 | 7

Quoted from the listing:
O=C(O)c1ccccc1C(c1ccccc1)c1ccccc1O (stereo unspecified) in CCR6 antag shows 10
Cc1ccc2nc3n(c(=O)c2c1)-c1ccccc1C(=O)NC3Cc1ccc(O)cc1 (stereo unspecified) in UBC13 polyUb shows -4
CCCCN(C)S(=O)(=O)c1cc2c(cc1Br)CCN2C(=O)C1CC1 in EBI2 block shows 5
c1ccc2c(c1)COC(CNC1CCCCC1)OC2 in Gli-Sufu antag shows -11
CC1(C)Cc2nc(-c3ccccc3)nc(NNC(=O)c3ccco3)c2CO1 in APJ antag shows 2
OC(CNCc1cccc(Br)c1)c1ccccc1 (stereo unspecified) in APJ antag shows 10
